# Assay outcomes deposited in PubChem BioAssay by National Center for Advancing Translational Sciences (NCATS).
# VP16 counter: inhibits Gal4-VP16 luciferase reporter, ROR gamma counter-screen | actives 3.5% (n = 310,000) | Drosophila S2 Gal4-VP16 UAS-luciferase, luminescence, 20 h | Potency, µM (series often up to 53.6 µM), for the others: top-dose activity, negative = inhibition, hits mostly inhibitors;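 further: Gal4-VP16 expression switched on by copper sulfate through the metallothionein promoter; potency means the concentration at half of the fitted maximal effect; on the % scale 0 is the no-effect control and ±100 the full control effect; nearly all actives have a fitted effect of over 50% in size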
# Giardia kill: kills Giardia lamblia. actives 0.15% (n = 340,000). activity change, % at 7.66 µM, hits read low. AID 540267. Giardia lamblia trophozoite viability; in the data active means activity change below about -80%; inconclusive means between about -30% and that limit;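 further: parasites exposed to compound for two days anaerobically before the ATP read; on the % scale 0 is the no-effect control and ±100 the full control effect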
#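 ATP-content bioluminescence gauges trophozoite survival. Cells (100/well) receive compound and incubate anaerobically for 48 hrs at 37 deg C; detection reagent follows for 15-30 min at room temperature.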
# Tb PFK inh: inhibitors of T. brucei phosphofructokinase; T. brucei PFK, ADP-Glo luminescence; Potency, µM (titrated, usually from 57.5 µM), without a hit: at the highest dose activity, negative = inhibition, most hits filed as inhibitors; actives 0.17% (n = 330,000);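 further: potency means the concentration at half of the fitted maximal effect; 0% = uninhibited 1x PFK enzyme wells and -100% = no-enzyme wells; nearly all actives have a fitted effect of over 60% in size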
# Target sequence (O15648 whole entry, looked up): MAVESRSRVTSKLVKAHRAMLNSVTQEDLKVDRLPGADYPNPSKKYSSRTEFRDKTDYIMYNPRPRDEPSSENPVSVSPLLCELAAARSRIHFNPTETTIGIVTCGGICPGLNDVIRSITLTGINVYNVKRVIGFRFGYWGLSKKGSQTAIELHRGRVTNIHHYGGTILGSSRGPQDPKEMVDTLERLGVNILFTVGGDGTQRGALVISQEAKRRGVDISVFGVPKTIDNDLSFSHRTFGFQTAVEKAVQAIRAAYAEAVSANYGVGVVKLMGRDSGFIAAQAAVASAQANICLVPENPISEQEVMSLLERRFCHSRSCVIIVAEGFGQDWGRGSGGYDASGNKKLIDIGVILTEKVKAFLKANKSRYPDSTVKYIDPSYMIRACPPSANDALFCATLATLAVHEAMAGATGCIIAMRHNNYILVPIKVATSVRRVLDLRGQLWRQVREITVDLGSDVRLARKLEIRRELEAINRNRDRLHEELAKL
#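 Luminescent ADP detection (ADP-Glo, two-step: ATP depletion then ADP-to-ATP conversion for luciferase) reported PFK activity after 45 min room-temperature reaction of 1.25 nM enzyme with 0.5 mM F6P and 0.1 mM ATP at pH 8.0.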
# KCNH2 3.1 inh: blocks the human KCNH2 3.1 channel isoform; U2OS KCNH2 3.1, thallium flux FluxOr; active compounds read low; activity change, % (tested at about 1.8 µM); actives 0.95% (n = 340,000); AID 720553;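 active means maximum activity change below -70%; inconclusive means maximum activity change from -70% to -50%; inactive means maximum activity change above -50%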;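 further: thallium influx rate constant from kinetic fluorescence after stimulation buffer; on the % scale 0 is the no-effect control and ±100 the full control effect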
#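 U2OS cells transduced with KCNH2 3.1 mutant virus (1.77 x 10^8 /mL, 4 h), plated overnight at 37 C, loaded 45 min with FluxOr dye plus Red40 quencher. Thallium flux rate constant from kinetic reads after stimulation buffer, normalised to controls.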
# NPC1 prom act: activates the NPC1 promoter; actives 2.4% (n = 320,000); Potency, µM (series often up to 9.22 µM), without a hit: at the highest dose activation, most hits filed as activators; Huh7 NPC1 promoter luciferase reporter, 24 h;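 further: potency means the concentration at half of the fitted maximal effect; % of control where 0% means no effect; nearly all actives have a fitted effect of over 60% in size; reporter is driven by a mutant NPC1 promoter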
#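 Compounds in DMSO were transferred onto Huh7 NPC1-luciferase reporter cells pre-incubated 2 h; after 24 h at 37 °C, Amplite reagent was dispensed and luminescence recorded 10 min later.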
# uPA generation: blocks generation of uPA at the cell surface | Potency, µM (highest dose often 38.3 µM), for the others: at the highest dose activity change, negative = inhibition, usual class: inhibitors | actives 0.31% (n = 330,000) | AID 540303 | cell surface uPA generation assay, qHTS; active means well fitted inhibition curve with a large enough effect; inconclusive means small, poorly fitted or top-dose-only effect; inactive means no such curve, though single readings can be large or run the other way; tested in mouse RAW 264.7 cells; further: potency means the concentration at half of the fitted maximal effect; on the % scale 0 is the no-effect control and ±100 the full control effect; nearly all actives have a fitted effect of over 55% in size
# Coupling enz: inhibits coupling enzyme system, counter-screen for aldolase hits; coupling enzyme system counterscreen, AmpLite Red fluorescence; activity change, negative = inhibition, % at 58.2 µM, hits read low; actives 0.67% (n = 290,000); AID 2472; in the data active means activity change below about -30%; further: on the % scale 0 is the no-effect control and ±100 the full control effect
#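 First, compound is pin-transferred into glyceraldehyde-3-phosphate coupling-enzyme reagent at 57.5 uM final and held 10 min at RT. Next, substrate, coupling system and AmpLite Red are added. After 20 min RT, fluorescence (525/598 nm) is read.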
# RORgamma inh: ROR gamma (mouse) transcription inhibition | P51450 | Drosophila S2 Gal4-RORgamma UAS-luciferase reporter, 20 h | Potency, µM (doses to about 53.6 µM), for the others: top-dose activity change, negative = inhibition, hits mostly inhibitors | actives 5.4% (n = 310,000); further: potency means the concentration at half of the fitted maximal effect; on the % scale 0 is the no-effect control and ±100 the full control effect; nearly all actives have a fitted effect of over 60% in size
#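 Schneider cells (Drosophila), stable Gal4 DBD–ROR gamma + UAS-luc; 1 hr cmpd preincubation; Cu2+ induction 700 uM final; 20 hr ambient; luminescence.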
# FLuc modulator: counter-screen for miR-21 project: firefly luciferase inhibitors or activators. P08659. actives 6.9% (n = 360,000). purified FLuc, Km substrates, luminescence inhibition. Potency, µM (series often up to 57.5 µM), inactives show top-dose activity change, negative = inhibition, usual class: inhibitors;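 further: potency means the concentration at half of the fitted maximal effect; plate controls were vehicle for no effect and reference inhibitor for full effect; nearly all actives have a fitted effect of over 55% in size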
# Target sequence (P08659 whole entry, looked up): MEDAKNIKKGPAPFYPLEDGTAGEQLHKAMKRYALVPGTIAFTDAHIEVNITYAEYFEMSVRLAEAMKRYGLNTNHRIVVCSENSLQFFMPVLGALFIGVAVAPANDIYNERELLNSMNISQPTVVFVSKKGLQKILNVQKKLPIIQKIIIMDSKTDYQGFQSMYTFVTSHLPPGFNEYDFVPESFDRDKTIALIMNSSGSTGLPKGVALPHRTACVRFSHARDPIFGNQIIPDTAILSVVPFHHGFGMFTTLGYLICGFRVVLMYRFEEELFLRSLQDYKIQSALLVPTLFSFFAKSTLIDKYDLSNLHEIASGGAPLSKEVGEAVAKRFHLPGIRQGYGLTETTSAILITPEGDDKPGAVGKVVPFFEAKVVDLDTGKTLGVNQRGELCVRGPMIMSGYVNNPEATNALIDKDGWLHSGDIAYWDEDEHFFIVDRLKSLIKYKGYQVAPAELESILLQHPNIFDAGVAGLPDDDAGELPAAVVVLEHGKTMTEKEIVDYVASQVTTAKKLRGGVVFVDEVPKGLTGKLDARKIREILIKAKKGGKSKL
#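 Biochemical qHTS of compounds, final roughly 60 µM downward over six points, against 10 nM purified firefly luciferase using Km concentrations of substrates (10 uM D-luciferin, 10 uM ATP) in Tris acetate pH 7.5 buffer; luminescence output.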
# ELG1 genotoxic: genotoxicity induction in ELG1-luciferase HEK293T cells; HEK293T ELG1-luciferase reporter, luminescence, 16 h; Potency, µM (highest dose often 46 µM), without a hit: top-dose activity change, positive = activation, hits mostly activators; actives 1.3% (n = 330,000); further: potency means the concentration at half of the fitted maximal effect; % of control where 0% means no effect; nearly all actives have a fitted effect of over 60% in size
#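 HEK293T cells expressing luciferase-tagged ELG1 were exposed to compound or DMSO vehicle for 16 hr at 37 °C and 5% CO2. Luciferase activity was then measured with ONE-Glo after 30 min at room temperature.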
# Rab9 promoter act: Rab9 promoter activation | actives 2.8% (n = 320,000) | Huh7 Rab9 promoter-luciferase reporter, luminescence, 24 h | Potency, µM (top dose mostly 9.22 µM), for inactives: at the top dose activation, negative = inhibition, most hits filed as activators; further: potency means the concentration at half of the fitted maximal effect; % of control where 0% means no effect; nearly all actives have a fitted effect of over 60% in size
#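 Quantitative HTS format; Huh7 Rab9-luciferase reporter cells (1500/well) receive compound 2 h post-plating, incubate 24 h at 37 °C, then get luciferase reagent for 10 min before luminescence reading.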
# * hit, by the source's call; ? = inconclusive; . = not tested or not shown; & = joins results of further samples; [ ] = dose if it differs, or a comment. Unless noted, the call rests on the fitted dose curve; in most records, active means well fitted curve in the direction sought with a large enough effect; inconclusive means small, poorly fitted or top-dose-only effect, or another doubt; inactive means no such curve, though single readings can be large; an effect the other way counts as inactive or inconclusive.
SMILES,VP16 counter,Giardia kill,Tb PFK inh,KCNH2 3.1 inh,NPC1 prom act,uPA generation,Coupling enz,RORgamma inh,FLuc modulator,ELG1 genotoxic,Rab9 promoter act
COC(=O)C1=C(C)N(Cc2ccccc2)C(=NCc2ccccc2)N[C@H]1c1ccccc1,-15%,14,-1%&0%,?,-5%,?,0,?,3%,-4%,-10%
CCCC(=O)Nc1ccc(C(=O)Nc2cccc(OC)c2)cc1,-18%,23,3%,6,21%,-2%,-4,21%,?,12%,12%
CC1CCCN(C(=O)NC(=O)c2ccc(Cl)cc2)C1 (stereo not given),-1%,-6,8%,16,-2%,0%,.,6%,2%,12%,-3%
CCn1c(SC)nnc1-c1sc2cc(Cl)ccc2c1Cl,9%,-1,-5%,8,0%,-1%,-4,6%,?,?,-5%
Cc1cc(N2CCOCC2)nc2ccc(NC(=O)CCC(=O)N3CCCC(C)C3)cc12 (stereo not given),-24%,35[activator],0%,-6,4µM*,.,-4,-11%,21µM*,?,?
CCCCn1c(N)c(-c2nc3ccccc3s2)c2c([N+](=O)[O-])nn(C)c(=O)c21,2%,5,4%,6,-7%,.,0,27%,-13%,?,-10%
Cc1cccc(C(=O)OCC(=O)N2CCC(c3ccccc3)=N2)c1O,.,2,2%,7,0%,1%,.,.,-1%,13%,1%
COc1ccc(-c2nc3ccccc3c(=O)o2)cc1OC,-12%,3,-6%,-7,10%,3%,6,15%,8.5µM*,10%,17%
Cc1cc(C)c(C#N)c(Sc2ccc(N)cc2)n1,2%,-4,-2%,10,-3%,-3%,0,-20%,4%,3%,-2%
COC(=O)[C@]1(Cc2ccccc2)N[C@H](CN(C)C(=O)Nc2ccc(OC)cc2)[C@@H]2C(=O)N(Cc3ccccc3)C(=O)[C@@H]21,.,?,5%,0,.,18%,.,.,.,-7%,.
COc1ccc(C(=O)NC(=S)NCc2cccnc2)cc1Cl,?,4,0%,-7,1%,0%,0,11µM*,-1%,-1%,-3%
CN(Cc1cnn(C)c1)C(=O)c1cc2ccccc2oc1=O,-8%,-4,4%,-10,-5%,1%,1,?,4%,0%,-2%
COc1ccccc1Nc1nc(-c2sc(NC(=O)c3ccccc3)nc2C)cs1,-1%,-13,0%,.,-3%,1%,-2,-39%,21µM*,-1%,6%
COc1ccc(NC(=O)CCN2CCN(S(=O)(=O)c3ccc(C(C)C)cc3)CC2)cc1,3%,3,3%,-7,-2%,-1%,-1,29%,1%,-6%,3%
Nc1nnnn1CC(=O)N/N=C/c1cccs1,-3%,-11,1%,-1,-4%,-3%,0,31%,?,5%,0%
Cc1nc(C(=O)NC2CCOCC2)sc1C1(C)CC(c2cccc([N+](=O)[O-])c2)=NO1 (stereo not given),-10%,-3,4%,6,1%,10%,-2,1%,-1%,-4%,0%
CC(C)(C)c1ccc2c(c1)OCC(C(=O)O)O2 (stereo not given),1%,3,-1%,26,-2%,.,10,?,?,5%,7%
CC1CN(S(=O)(=O)c2ccc(C(=O)OCc3ccc(C#N)cc3)cc2)CC(C)O1 (stereo not given),.,10,-6%,-18,-3%,-4%,.,.,6%,4%,0%
O=C(CCCn1cnc([N+](=O)[O-])n1)Nc1ccc(F)c(Cl)c1,10%,?,-22%,-17,-14%,17%,-4,-2%,-1%,4%,2%
CC1CC(C)CN(C(=O)CSc2ccsc2[N+](=O)[O-])C1 (stereo not given),4%,-21,-3%,-4,-1%,-18%,1,29%,15%,-4%,15%

# Some of these compounds in order of their number in Tb PFK inh, largest number first.
SMILES	Tb PFK inh
CCCCn1c(N)c(-c2nc3ccccc3s2)c2c([N+](=O)[O-])nn(C)c(=O)c21	4%
Cc1cccc(C(=O)OCC(=O)N2CCC(c3ccccc3)=N2)c1O	2%
CCn1c(SC)nnc1-c1sc2cc(Cl)ccc2c1Cl	-5%

# Taken from above, three compounds:
SMILES,VP16 counter,Giardia kill,Tb PFK inh,KCNH2 3.1 inh,NPC1 prom act,uPA generation,Coupling enz,RORgamma inh,FLuc modulator,ELG1 genotoxic,Rab9 promoter act
COC(=O)C1=C(C)N(Cc2ccccc2)C(=NCc2ccccc2)N[C@H]1c1ccccc1,-15%,14,-1%&0%,?,-5%,?,0,?,3%,-4%,-10%
CCCC(=O)Nc1ccc(C(=O)Nc2cccc(OC)c2)cc1,-18%,23,3%,6,21%,-2%,-4,21%,?,12%,12%
CC1CCCN(C(=O)NC(=O)c2ccc(Cl)cc2)C1 (stereo not given),-1%,-6,8%,16,-2%,0%,.,6%,2%,12%,-3%

# The results go on.
SMILES,VP16 counter,Giardia kill,Tb PFK inh,KCNH2 3.1 inh,NPC1 prom act,uPA generation,Coupling enz,RORgamma inh,FLuc modulator,ELG1 genotoxic,Rab9 promoter act
CC(C)C(=O)Nc1nnc(S(=O)(=O)N2CCCc3ccccc32)s1,-2%,16,-2%,10,-1%,4%,1,2%,-1%,0%,-2%
Cc1ccc(Oc2ccc(-c3nnc(-c4ccccc4)o3)cc2[N+](=O)[O-])cc1C,-5%,.,1%,.,-3%,.,2,0%,-10%,-1%,-4%
COCCCNC(=O)C1CCN(S(=O)(=O)c2ccc3nc4c(c(C(=O)O)c3c2)CCCCC4)CC1,-5%,0,0%,13,-1%,-3%,2,-9%,1%,1%,-4%
Fc1ccccc1Nc1nc(-c2ccncc2)nc2ccccc12,-17%,8,1%,-6,-1%,8%,-3,-16%,-1%,-6%,-1%
COc1ccc(Nc2nc(N3CCN(S(C)(=O)=O)CC3)nc3ccccc23)c(OC)c1,-3%,-5,0%,13,-6%,0%,1,-1%,-1%,4%,5%
COc1ccc(C(=O)Nn2c(C)nc3ccccc3c2=O)cc1Br,4%,8,-10%,1,-1%,-6%,-1,6%,-2%,-5%,0%
O=S(=O)(c1ccccc1)N1CCN(C(=S)Nc2ccccc2Cl)CC1,?,-2,-5%,-9,-4%,-15%,-1,-8%,-4%,-2%,-10%
CSc1nc2ccccc2nc1N(C)S(=O)(=O)c1ccc(C)cc1,6%,-9,7%,2,1%,-2%,0,38%,-1%,0%,-3%
CCCC12CN3CCN(CC(C3)/C1=N\NC(=O)c1ccc(F)cc1)C2,6%,23,1%,9,-3%,3%,0,-40%,-1%,5%,-1%
Cc1cc(-c2ccc(Cl)cc2)oc(=O)c1NC(=O)c1ccccc1,-5%,29,?,-1,-3%,1%,3,3%,6%,0%,12%
COc1cc(S(=O)(=O)N(C)C)ccc1Br,-5%,-12,3%,0,-1%,.,-3,11%,0%,11%,-3%
O=c1cc(CSc2nc3ccccc3c(=O)[nH]2)c2ccc(O)cc2o1,4%,-4,0%,-21,-3%,8%,9,?,?,-10%,-2%
CCC(=O)Nc1cccc(C2=NOC3(C2)C[C@@H](C(N)=O)N(C(=O)c2cc([N+](=O)[O-])cc([N+](=O)[O-])c2C)C3)c1 (stereo not given in full),-3%,-11,3%,19,-10%,9%,6,-4%,-5%,-2%,-4%
Cc1cccc(NC(=O)c2cccc(Cn3cc(Br)c([N+](=O)[O-])n3)c2)c1C,-17%,6,-2%,-3,2%,0%,3,?,2%,-4%,2%
COc1ccc(C(=O)OC(C)CN2CCOCC2)cc1OC (stereo not given),-10%,-6,-2%,10,0%,18%,-1,10%,4%,4%,1%
Cc1nc2sccn2c(=O)c1CCN1CCC(=C(c2ccc(F)cc2)c2ccc(F)cc2)CC1,?,-14,-5%,-114*,-31%[inhibitor][46.1 µM],-15%,-8&0,?,9%,18%,-33%[inhibitor][46.1 µM]
O=C(Cn1c(COc2ccc(Cl)cc2)nc2ccccc21)NCC(F)(F)F,26%,-13,-5%,.,-3%,7%,-1,31%,?,3%,13%
CC1CCc2sc3nc(NCc4ccco4)n4ncnc4c3c2C1 (stereo not given),9%,15,6%,-4,0%,1%,-1,26%,?,13%,8%
CCCN1CNC(=S)N(c2ccc(C(=O)OCC)cc2)C1,-10%,-15,0%,-2,-3%,1%,7,-34%,1%,0%,-10%
COc1ccc(NS(=O)(=O)c2cccc(C(=O)NCCCN3CCCC3=O)c2)cc1,.,-10,1%,-1,-1%,-1%,.,.,0%,-4%,1%
